Yeast superoxide: lowers age-related superoxide in aged yeast cells; S. cerevisiae aged cells, superoxide DHE fluorescence; hits give low values; superoxide response (% of plate mean), % at 10 µM; 0.18% of 330,000 active; AID 2690;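 active means superoxide response under a set limit, about three screen SD below normal, cut at about 65% in these data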;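 further: yeast aged for seven days with compound at 30 °C before DHE staining; 100% = average MFI of all compound-treated wells on the plate with controls excluded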
EBNA-1 inhibitor: blocks EBNA-1 binding to DNA; EBNA-1 DNA binding, fluorescence polarization; inhibition, % at 14.8 µM; 0.34% of 300,000 active; AID 1950; in the data active means inhibition above about 28%
MCL1-BIM inh: inhibitors of human MCL1 binding to BIM-BH3 peptide | Q07820 | GST-MCL1 / FITC-Bim-BH3 fluorescence polarization | inhibition, % at 10.9 µM | 0.68% of 320,000 active | AID 2057;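 active means inhibition above the mean inhibition of all tested compounds plus 3 SD, set per campaign, cut at about 40% in these data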;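 further: 0% = DMSO wells and 100% = unlabeled Bim-BH3 peptide control; higher means more loss of mP so more displacement of Bim peptide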
Target sequence (Q07820 whole entry, looked up): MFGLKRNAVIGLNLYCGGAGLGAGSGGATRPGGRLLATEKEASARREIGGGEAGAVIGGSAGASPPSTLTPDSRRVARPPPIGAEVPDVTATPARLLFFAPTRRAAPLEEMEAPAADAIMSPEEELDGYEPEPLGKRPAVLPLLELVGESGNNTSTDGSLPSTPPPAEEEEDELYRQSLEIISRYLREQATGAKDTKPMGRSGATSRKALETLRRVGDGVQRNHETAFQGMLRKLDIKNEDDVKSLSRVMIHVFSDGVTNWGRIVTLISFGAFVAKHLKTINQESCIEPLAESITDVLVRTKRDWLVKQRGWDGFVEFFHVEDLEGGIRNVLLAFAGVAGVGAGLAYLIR
MEX-5 binding: C. elegans MEX-5 TCR-2 RNA binding activity; 0.38% of 300,000 active; AID 1832; MEX-5/FITC-TCR2 RNA binding, fluorescence polarization; hits give low values; activity score (negative = inhibition of binding), % at 10 µM; Q9XUB2;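 active means inhibition past about -25% in most replicates, and total fluorescence under double the plate's negative control median, limit read from the data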;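 further: 0% = DMSO and -100% = 5 µM competing unlabeled TCR2 RNA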
Target sequence (Q9XUB2 whole entry, looked up): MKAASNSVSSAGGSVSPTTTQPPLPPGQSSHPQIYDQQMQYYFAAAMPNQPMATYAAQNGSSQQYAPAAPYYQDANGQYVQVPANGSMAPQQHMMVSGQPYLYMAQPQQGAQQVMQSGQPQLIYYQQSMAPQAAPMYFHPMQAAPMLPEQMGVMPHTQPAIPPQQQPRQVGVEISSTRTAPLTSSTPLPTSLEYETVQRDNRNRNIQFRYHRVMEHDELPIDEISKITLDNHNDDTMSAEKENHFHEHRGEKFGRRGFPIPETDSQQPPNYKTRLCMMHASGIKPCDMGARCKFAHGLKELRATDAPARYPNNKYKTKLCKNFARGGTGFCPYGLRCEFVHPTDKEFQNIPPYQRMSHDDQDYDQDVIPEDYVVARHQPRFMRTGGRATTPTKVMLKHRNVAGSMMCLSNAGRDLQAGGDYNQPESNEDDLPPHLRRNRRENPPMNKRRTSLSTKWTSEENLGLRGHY
ZTA counter: ZTA (EBV) inhibition in EBNA-1 counter-screen. inhibition, % at 11 µM. 0.15% of 320,000 active. ZTA-DNA binding, fluorescence polarization. P03206. AID 2234; in the data active means inhibition above about 33%
Target sequence (P03206 whole entry, looked up): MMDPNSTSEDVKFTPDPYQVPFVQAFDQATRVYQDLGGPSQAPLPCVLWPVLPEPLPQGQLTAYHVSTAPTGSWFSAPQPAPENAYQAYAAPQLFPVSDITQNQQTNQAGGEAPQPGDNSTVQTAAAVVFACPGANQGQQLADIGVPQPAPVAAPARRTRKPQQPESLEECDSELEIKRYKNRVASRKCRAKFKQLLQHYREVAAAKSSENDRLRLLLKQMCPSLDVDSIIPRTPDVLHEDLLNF
BCLXL inh: Bcl-xL (human) inhibition. Q07817. GST-Bcl-xL / FITC-Bim BH3 peptide fluorescence polarization. inhibition, % at 10.9 µM. 0.7% of 320,000 active. AID 2129;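 active means inhibition above the mean of all tested compounds plus 3 SD, cutoff set per campaign, cut at about 30% in these data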;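 further: 0% = DMSO wells and 100% = unlabeled Bim-BH3 peptide competitor; inhibitors lower millipolarization by displacing the labeled peptide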
Efflux pump inh: blocks antifungal efflux pumps in multiplex yeast assay; 0.44% of 330,000 active; AID 485275; S. cerevisiae Candida pump triplex, Nile Red efflux; inhibition, % at 10 µM;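 active means plate passing quality check with inhibition over a set limit, or well fluorescence over plate mean plus 4 SD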;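 further: Nile Red retained in pooled yeast measured as flow cytometry median fluorescence; 0% = buffer negative control and 100% = Enniatin B positive control; higher means more Nile Red kept so more efflux inhibition; some compounds called inactive have numbers as strong as hits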
GLD-1 RNA inh: GLD-1-TGE RNA interaction inhibition (C. elegans). Q17339. purified GLD-1 + fluorescein TGE RNA, fluorescence polarization. inhibition, % at 5.96 µM. 0.44% of 320,000 active. AID 2280;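 active means percent inhibition above a per-plate cutoff, the plate mean of test compounds plus 3 SD, cut at about 30% in these data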;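 further: 0% = DMSO wells with GLD-1 and probe and 100% = wells lacking GLD-1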
Fam108B inh: Fam108B inhibition, counter-screen for RBBP9 inhibitors; recombinant Fam108B, FP-Rh probe fluorescence polarization; inhibition, % at 9.51 µM; 0.33% of 300,000 active;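 active means inhibition above the screen mean inhibition plus 3 SD, computed separately per campaign, cut at about 18% in these data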;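 further: inhibitors lower polarization as less probe binds the enzyme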
* hit, by the source's call; · = no result given. Random draw from the library (roughly 2.3% active in at least one column).

nr	Structure	MCL1-BIM inh	GLD-1 RNA inh	EBNA-1 inhibitor	ZTA counter	MEX-5 binding
1	CC(C)(C)OC(=O)NCCCC[C@H](NC(=O)c1nc[nH]c1C(=O)N1CCN(C(=O)OC(C)(C)C)CC1)C(=O)OC(C)(C)C	8.7	-5.3	-14.7	-3.6	2.1
2	Cc1c(NC(=S)N/N=C/c2ccc(O)cc2)c(=O)n(-c2ccccc2)n1C	6.5	0.3	10.6	-7.8	4.8
3	COc1ccccc1NC(=O)C(=O)NNS(=O)(=O)c1ccc2ccccc2c1	2.7	4.1	2.7	1.1	-2.0
4	O=C(NCc1ccccc1)C(c1ccc(F)cc1)N(C(=O)c1csnn1)C1CC1 (configuration not stated)	-1.5	-3.1	-7.2	-8.5	-0.4
5	Cc1cccc2c1CC(C)(C)NC2=C(C#N)C#N	-12.9	-8.8	-14.9	-2.5	0.7
6	COc1ccccc1N=C(C)C1=C(O)CSC1=O	17.8	8.4	7.9	-1.4	-1.5
7	COC(=O)c1c(C)[nH]c(C(=O)OCc2ccc(F)cc2)c1C	-0.6	-0.2	-5.2	0.1	-1.0
8	O=C(NCCCN1CCCC1=O)c1cccc(N2CCCC2=O)c1	5.2	-1.2	-17.2	-6.1	-3.1
9	O=C(NCCc1ccccc1)C(=O)Nc1ccc2c(c1)OCCO2	1.1	1.4	-4.9	-3.5	0.1
10	COc1cccc(NC(=O)C(c2ccccc2)N2CCCC2)c1 (configuration not stated)	5.2	1.2	5.2	-6.0	-1.2

nr	Fam108B inh	Efflux pump inh	BCLXL inh	Yeast superoxide
1	0.0	·	0.5	·
2	4.0	-0.1	6.2	83.2
3	-0.6	0.1	2.0	103.3
4	0.3	0.3	-0.3	104.2
5	-8.0	1.0	-2.4	93.0
6	6.4	0.0	12.4	90.8
7	1.8	0.0	9.2	115.9
8	4.9	0.3	5.4	92.5
9	9.6	0.3	7.0	96.4
10	2.1	-0.1	7.4	102.5

Next records:
nr	Structure	MCL1-BIM inh	GLD-1 RNA inh	EBNA-1 inhibitor	ZTA counter	MEX-5 binding
11	N#CC1=C(N)Oc2cc(N)ccc2C1c1cccc(F)c1 (configuration not stated)	0.5	5.1	-2.8	-5.1	1.2
12	Cc1cc(C(c2ccc(C)o2)c2ccc(C)o2)c(O)c([N+](=O)[O-])c1	1.0	0.0	8.4	-1.9	-7.4
13	CCOC(=O)N1CCC(NC(=O)C2CCN(C(=O)N3CC(C)Oc4ccccc43)CC2)CC1 (configuration not stated)	-5.9	-5.7	-9.4	2.6	1.6
14	O=C(Cc1c(F)cccc1Cl)Nc1nccs1	5.0	4.4	0.6	1.6	1.8
15	c1ccc2nc(SCc3cn4ccccc4n3)cnc2c1	5.4	9.6	-1.3	5.0	1.3
16	Cc1ccc(OCCN(C)C(=O)CC2C(=O)NCCN2CC(C)(C)C)cc1 (configuration not stated)	8.8	1.1	11.6	0.2	2.9
17	COC(=O)c1c(NC(NC(=O)C(C)(C)C)C(Cl)(Cl)Cl)sc2c1CCC2 (configuration not stated)	4.1	0.8	-21.2	14.4	0.4
18	O=C(NC1CC1)c1cc(-c2ccc(Br)cc2)nc2ccccc12	3.1	1.6	·	-11.8	·
19	CC(=O)Nc1sc2c(c1C#N)CCC2	-1.5	3.0	-8.0	-4.8	-0.4
20	CN(CC(=O)Nc1c(Cl)cccc1Cl)C(=O)c1ccc(-n2cncn2)c([N+](=O)[O-])c1	1.2	-3.0	-6.9	-18.9	2.8

nr	Fam108B inh	Efflux pump inh	BCLXL inh	Yeast superoxide
11	-3.0	0.0	7.5	98.8
12	0.2	-0.1	0.9	97.3
13	-1.1	-0.1	0.8	105.6
14	-1.6	0.0	-0.9	103.9
15	-0.8	0.2	17.2	98.2
16	0.9	0.1	6.2	108.7
17	-1.5	0.0	-1.6	88.6
18	·	0.0	2.5	85.5
19	-3.7	-0.1	2.3	104.5
20	-3.4	-0.1	-2.5	110.4

Following part
nr	Structure	MCL1-BIM inh	GLD-1 RNA inh	EBNA-1 inhibitor	ZTA counter	MEX-5 binding
21	Cc1cccc(CCNC(=O)CCS(=O)(=O)c2ccc3nc(C)sc3c2)c1	4.1	-0.2	8.7	-0.6	0.6
22	Cc1ccc2c(c1)N(C(C)C(=O)NCc1ccccn1)C(=O)CO2 (configuration not stated)	19.7	10.9	-12.6	-17.6	-3.6
23	Cc1sc2ncnc(SCC(=O)N(C)C3CCS(=O)(=O)C3)c2c1C (configuration not stated)	-4.2	-5.0	-10.7	1.9	-2.1
24	CCOC(=O)c1ccc(N/C(=N\S(=O)(=O)c2ccc(F)cc2F)c2ccccc2)cc1	6.3	-2.0	6.6	14.9	1.7
25	Cc1cc(OCC(O)CNC(C)c2ccccc2)ccc1C(C)C (configuration not stated)	1.7	0.6	-3.4	-13.4	2.9
26	CCc1nc(C(N)=O)c2[nH]c(=O)n(-c3ccc(OC)cc3OC)c2n1	0.9	5.5	-5.7	0.4	-1.4
27	CC(C)CC(C(=O)OCC(=O)c1c(N)n(C)c(=O)n(C)c1=O)N1C(=O)C2CC=CCC2C1=O (configuration not stated)	-2.6	0.5	-10.3	-4.2	2.1
28	CC(OC(=O)C1=Cc2ccccc2OC1)C(=O)NCc1ccco1 (configuration not stated)	2.5	-8.6	-4.1	-1.8	1.5
29	O=C(CSc1nnc(-c2cccs2)n1-c1cccc(Cl)c1)c1cccc2c1OCCO2	-1.7	4.9	-10.3	-2.4	0.1
30	NC(=O)CNc1ncc(C(F)(F)F)cc1Cl	7.1	-2.3	-7.5	0.5	1.5

nr	Fam108B inh	Efflux pump inh	BCLXL inh	Yeast superoxide
21	0.3	-0.1	5.0	99.7
22	7.0	0.0	16.3	92.0
23	4.6	0.0	3.5	110.1
24	-0.6	0.1	1.6	99.9
25	0.8	0.3	2.6	97.1
26	-0.3	0.1	3.0	90.1
27	1.5	0.0	-5.4	93.1
28	1.5	0.0	3.0	91.1
29	0.1	0.0	-1.2	102.8
30	4.1	-0.1	6.2	93.4

Next part:
nr	Structure	MCL1-BIM inh	GLD-1 RNA inh	EBNA-1 inhibitor	ZTA counter	MEX-5 binding
31	O=C(NCCc1cccc(Cl)c1)C1CCC(=O)N(Cc2ccc(Cl)cc2)C1 (configuration not stated)	6.4	-0.6	-2.8	3.3	1.3
32	CC1CCN(c2c([N+](=O)[O-])c(=O)oc3ccccc23)CC1	6.4	5.7	6.5	1.5	-0.9
33	O=C(O)C1C2C=CC(C2)C1C(=O)NCCc1ccccc1 (configuration not stated)	-0.2	4.4	-1.4	-5.3	-0.5
34	CCOC(=O)c1c(C)n(-c2ccc(OC)cc2)c2ccc(O)c(CN(C)C)c12	-2.8	2.1	-4.8	-4.7	3.0
35	O=C(CC1SC(=Nc2ccccc2)N(Cc2ccccn2)C1=O)Nc1ccc(Br)cc1 (configuration not stated)	-1.5	4.6	0.2	-3.3	4.9
36	CCOc1ccc(CCNC(=O)COC(=O)c2ccco2)cc1OCC	-5.6	4.5	-12.7	-20.5	2.0
37	Cc1ccc(NS(=O)(=O)c2ccccc2Cl)c2c1CC(C)(C)O2	3.3	10.7	0.1	-0.1	-3.1
38	COC(=O)c1c(NC(=O)c2ccc(S(=O)(=O)N3CCOCC3)cc2)sc2c1CCN(C)C2	-4.6	-0.6	1.7	-3.1	·
39	CN(Cc1ccccc1)C(=O)C1CCCN1S(=O)(=O)c1ccc2c(c1)n(C)c(=O)c(=O)n2C (configuration not stated)	-4.0	-3.6	3.8	-10.6	0.7
40	CCCCc1c(C)c(C#N)c2[nH]c3ccccc3n2c1=O	8.0	2.3	-3.5	2.3	-4.6

nr	Fam108B inh	Efflux pump inh	BCLXL inh	Yeast superoxide
31	10.6	0.1	-3.1	90.1
32	-1.3	0.1	2.9	93.0
33	0.1	-0.1	-4.0	83.8
34	0.0	-0.1	0.1	107.2
35	-9.8	0.0	2.5	96.2
36	-0.2	0.0	3.1	88.1
37	-1.9	0.0	-2.9	88.6
38	1.1	-0.1	5.4	99.5
39	1.2	0.1	0.4	92.6
40	7.1	0.2	5.8	118.7

Grouped by structure, those above containing bromine (2)
nr	Structure	MCL1-BIM inh	GLD-1 RNA inh	EBNA-1 inhibitor	ZTA counter	MEX-5 binding
18	O=C(NC1CC1)c1cc(-c2ccc(Br)cc2)nc2ccccc12	3.1	1.6	·	-11.8	·
35	O=C(CC1SC(=Nc2ccccc2)N(Cc2ccccn2)C1=O)Nc1ccc(Br)cc1 (configuration not stated)	-1.5	4.6	0.2	-3.3	4.9

nr	Fam108B inh	Efflux pump inh	BCLXL inh	Yeast superoxide
18	·	0.0	2.5	85.5
35	-9.8	0.0	2.5	96.2

Next entries follow.
nr	Structure	MCL1-BIM inh	GLD-1 RNA inh	EBNA-1 inhibitor	ZTA counter	MEX-5 binding
41	COc1ccc(-c2nnc(SCC(=O)Nc3ccc(Cl)cc3)n2C)cc1	1.4	2.3	6.1	-8.9	-1.9
42	Cc1c(=O)n(OCc2ccccc2)c2ccccc2[n+]1[O-]	-4.7	-3.9	2.6	-7.3	-2.9
43	Cc1ccc(N/N=C(\C#N)C(=O)c2ccsc2)cc1	-0.8	7.5	-6.7	-2.8	-0.8
44	O=C(NCCc1cccnc1)C1CCC(=O)N(Cc2cccc(C(F)(F)F)c2)C1 (configuration not stated)	7.0	4.6	-1.2	-17.4	-0.6
45	Cc1cccc(OCC(=O)NC(C)C(=O)N/N=C/c2c(OCc3ccccc3)ccc3ccccc23)c1 (configuration not stated)	-15.7	2.8	-3.0	0.3	-1.5
46	CCCCN(C)CCCNC(=O)C1CC(=O)N(Cc2ccc(OC)cc2)C1 (configuration not stated)	7.9	2.2	-6.1	5.0	0.5
47	COc1cc(OC)c(C(=O)OCC(=O)Nc2cc(C)on2)cc1OC	6.8	-7.1	-13.8	9.2	0.3
48	CC1CCC2(CC1)NC(=O)N(NC(=O)CSc1nnc(NC3CC3)s1)C2=O (configuration not stated)	5.6	6.8	·	4.3	·
49	Cc1cccc(OCC(=O)NNC(=O)C2CCN(c3ncnc4sc(C)c(C)c34)CC2)c1	-1.5	3.2	1.4	-2.4	-1.1
50	Cc1nnc2n(c1=O)C(CS(=O)(=O)c1ccc3ccccc3c1)CS2 (configuration not stated)	8.8	1.9	4.8	22.2	-1.6

nr	Fam108B inh	Efflux pump inh	BCLXL inh	Yeast superoxide
41	-0.7	-0.2	-1.1	108.2
42	-1.2	-0.1	-2.7	90.7
43	2.5	0.2	6.2	85.5
44	-1.9	0.0	6.5	96.8
45	-14.4	0.2	-14.6	84.3
46	8.1	0.1	7.8	100.9
47	1.3	0.1	-2.1	107.5
48	·	0.0	1.8	94.8
49	1.6	0.1	3.0	96.8
50	0.2	0.0	4.6	101.9

(next part)
nr	Structure	MCL1-BIM inh	GLD-1 RNA inh	EBNA-1 inhibitor	ZTA counter	MEX-5 binding
51	CC/C(=N/OC(=O)c1cccc(C)c1)C(=O)c1cccs1	4.2	6.5	15.1	15.5	-2.5
52	CCCS(=O)(=O)N1CCCC(C(=O)NCc2ccc3c(c2)OCO3)C1 (configuration not stated)	7.9	7.5	-4.5	-14.1	1.4
53	COCCNC(=O)Cn1nc(C(F)(F)F)c(Cl)c1C	3.5	3.8	0.1	5.7	-3.1
54	Cc1ccc(C(=O)CC(=O)c2ccccc2)cc1	-2.4	-3.0	13.3	18.3	-1.5
55	CCn1c(C)cc(/C=C2\NC(=O)N(CC(=O)Nc3cccc(C)c3)C2=O)c1C	13.3	4.0	-6.7	11.7	0.1
56	Cc1ccc(C(=O)N/C(=C/c2cccnc2)C(=O)O)cc1	3.5	0.2	-6.4	-2.4	-1.3

nr	Fam108B inh	Efflux pump inh	BCLXL inh	Yeast superoxide
51	2.3	0.1	7.5	88.1
52	0.0	-0.1	0.1	93.3
53	-7.7	-0.2	5.3	110.5
54	-5.5	-0.1	2.0	88.9
55	1.0	0.7	19.1	110.2
56	-2.0	0.2	6.0	83.6
